High-throughput results (PubChem)
TrxR1 inh: inhibitors of rat thioredoxin reductase 1; Potency, µM (titrated, usually from 114 µM), for the others: at the highest dose activity change, negative = inhibition, hits mostly inhibitors; recombinant rTrxR1, NADPH fluorescence consumption, selenite substrate; O89049; 390,000 tested, 1% active; further: potency means the concentration at half of the fitted maximal effect; on the % scale 0 is the no-effect control and ±100 the full control effect; nearly all actives have a fitted effect of over 65% in size
Target sequence (O89049 whole entry, looked up): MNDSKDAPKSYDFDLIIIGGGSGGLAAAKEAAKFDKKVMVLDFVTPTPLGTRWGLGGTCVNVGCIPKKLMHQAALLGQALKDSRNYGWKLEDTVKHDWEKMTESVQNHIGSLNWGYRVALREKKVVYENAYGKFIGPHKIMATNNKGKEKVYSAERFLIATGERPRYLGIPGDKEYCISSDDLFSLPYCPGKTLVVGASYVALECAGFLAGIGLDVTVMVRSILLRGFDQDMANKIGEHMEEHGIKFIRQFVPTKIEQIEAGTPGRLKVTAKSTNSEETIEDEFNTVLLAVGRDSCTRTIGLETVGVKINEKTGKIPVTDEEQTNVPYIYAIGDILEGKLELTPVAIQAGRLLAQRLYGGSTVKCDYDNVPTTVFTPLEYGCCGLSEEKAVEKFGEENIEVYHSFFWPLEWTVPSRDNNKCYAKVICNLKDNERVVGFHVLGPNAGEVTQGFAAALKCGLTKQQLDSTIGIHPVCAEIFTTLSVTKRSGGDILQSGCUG
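Rat TrxR1 (90 nM in the dispensed reagent) was pre-reduced with 400 uM NADPH for 5 min at room temperature, then incubated with compound for 15 min. After 400 uM selenite was added, NADPH fluorescence (Ex 340/Em 450 nm) was followed for 8 min.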
TrxR1 substrate: is turned over as a substrate by rat TrxR1 | O89049 | purified TrxR1 substrate turnover, NADPH consumption readout | Potency, µM (top dose mostly 114 µM), for the others: at the highest dose activity change, negative = substrate turnover | 390,000 tested, 0.01% active | AID 588456; further: potency means the concentration at half of the fitted maximal effect; on the % scale 0 is the no-effect control and ±100 the full control effect; nearly all actives have a fitted effect of over 50% in size
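Rat TrxR1, dispensed at 90 nM, was prereduced with 400 uM NADPH (final) for 5 min at ~22 deg C, then incubated with compound 15 min before 400 uM selenite. A first-read NADPH fluorescence drop versus no-compound background flagged substrates.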
TRHR ag: activates the human TRH receptor. 360,000 tested, 0.18% active. activation, % at 2 µM. AID 493084. TRHR cells, calcium flux fluo-8, FDSS agonist mode; in the data active means activation above about 30%; further: 0% is about no effect
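In this calcium-flux screen, cells bearing human TRHR are dye-loaded with fluo-8, baselined for 10 cycles, then exposed to library compounds; positive kinetic calcium responses during the agonist phase mark hits, with TRH as control.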
D2 agonist: D2 dopamine receptor (human) agonism. P14416. HEK293 T-REx D2 cells, calcium flux agonist mode. activation, % at 2 µM. 340,000 tested, 0.53% active;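 active means activation over 3 SD above normal in the single-dose calcium agonist read, cut at about 30% in these data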; further: 0% is about no effect
Target sequence (P14416 whole entry, looked up): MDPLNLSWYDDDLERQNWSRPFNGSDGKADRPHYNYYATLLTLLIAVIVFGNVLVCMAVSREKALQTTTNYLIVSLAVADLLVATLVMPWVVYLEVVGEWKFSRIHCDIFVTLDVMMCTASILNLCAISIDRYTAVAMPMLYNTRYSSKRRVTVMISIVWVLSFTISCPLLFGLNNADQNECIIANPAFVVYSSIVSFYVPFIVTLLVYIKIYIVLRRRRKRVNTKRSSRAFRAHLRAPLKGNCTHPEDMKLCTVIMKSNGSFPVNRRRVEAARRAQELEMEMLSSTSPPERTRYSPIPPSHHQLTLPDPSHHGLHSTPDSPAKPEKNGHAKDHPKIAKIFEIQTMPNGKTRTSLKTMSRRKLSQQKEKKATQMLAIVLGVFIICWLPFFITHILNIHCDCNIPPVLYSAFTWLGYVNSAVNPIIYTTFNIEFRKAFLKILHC
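Agonism is scored from calcium flux in a force-coupled, inducible HEK293 cell line expressing D2, read kinetically for 180 s after compound addition against dopamine controls.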
IDH1 R132H inh: human IDH1 R132H inhibition; IDH1-R132H enzyme, NADPH consumption, diaphorase/resazurin fluorescence; Potency, µM (top dose mostly 76.6 µM), for inactives: at the highest dose activity change, negative = inhibition, hits mostly inhibitors; 390,000 tested, 0.093% active; further: potency means the concentration at half of the fitted maximal effect; on the % scale 0 is the no-effect control and ±100 the full control effect; nearly all actives have a fitted effect of over 65% in size
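IDH1-R132H (0.5 ug/mL dispensed) in pH 7.5 Tris buffer was preincubated 30 min with compound, then given a substrate mix of 0.016 mM NADPH and 2 mM alpha-KG for 80 min at room temperature; remaining NADPH was read by diaphorase/resazurin fluorescence.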
USP1 inh: blocks the human USP1/UAF1 deubiquitinase complex. AID 743255. 390,000 tested, 0.23% active. O94782. recombinant USP1/UAF1, Ub-Rhodamine cleavage fluorescence. Potency, µM (series often up to 57.1 µM), without a hit: top-dose activity change, negative = inhibition, hits mostly inhibitors; further: potency means the concentration at half of the fitted maximal effect; on the % scale 0 is the no-effect control and ±100 the full control effect; nearly all actives have a fitted effect of over 60% in size; inactives centre near -12
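USP1/UAF1 complex at 1 nM was preincubated with compound for 15 min at room temperature, then Ub-Rho substrate (150nM final) was added. Fluorescence (480/540 nm) was read kinetically, 6 reads every 60 seconds.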
Pin1 inhibitor: human Pin1 inhibition | Pin1 FP peptide displacement, HiFluor488, 10 min | Potency, µM (top dose mostly 115 µM), inactives show top-dose activity, negative = inhibition, most hits filed as inhibitors | 390,000 tested, 0.009% active | Q13526; active means well fitted inhibition curve with a large enough effect in the polarisation, with a control signal flat, not every such curve was filed as active; inconclusive means small, poorly fitted or top-dose-only effect, or effect the other way, or a change in a side signal; inactive means no such curve, though single readings can be large or run the other way; the % refers to the polarisation; further: potency means the concentration at half of the fitted maximal effect; on the % scale 0 is the no-effect control and ±100 the full control effect
TRHR PAM: allosterically enhances the human TRH receptor; P34981; TRHR cells, fluo-8 calcium fluorescence, EC20 TRH enhancement; AID 493056; 360,000 tested, 0.66% active; enhancement, % at 2 µM; in the data active means enhancement above about 30%; further: 0% is about no effect
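TRHR-expressing cells loaded with fluo-8 calcium dye were read kinetically (ex 480/em 530) during compound addition, then stimulated with an EC20 of TRH (10 nM final). Enhancement of the Gq-mediated intracellular calcium response was scored.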
D2 antagonist: antagonizes the human D2 dopamine receptor; P14416; HEK293 TREx D2 cells, calcium flux, dopamine EC80; inhibition, % at 10 µM; 340,000 tested, 2% active; AID 485344; in the data active means inhibition above about 30%; further: 0% is about no effect
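Dopamine at EC80 is the agonist stimulus; test compounds precede it by 180 s. Calcium flux read kinetically in a force-coupled, inducible HEK293 T-REx D2 cell line.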
* hit, by the source's call; ? = inconclusive; nt = not tested or not shown; & = joins results of further samples; [ ] = dose if it differs, or a comment. Unless noted, the call rests on the fitted dose curve; in most records, active means well fitted inhibition curve with a large enough effect; inconclusive means small, poorly fitted or top-dose-only effect; inactive means no such curve, though single readings can be large or run the other way. A portion of the library; rates above refer to the full screens.

SMILES | TrxR1 inh | TrxR1 substrate | TRHR ag | D2 agonist | IDH1 R132H inh | USP1 inh | Pin1 inhibitor | TRHR PAM | D2 antagonist
Cc1ccc(S(=O)(=O)NN2C(=O)/C(=C/c3ccc(C(=O)O)cc3)SC2=S)cc1 | 15.8%[57.1 µM] | -10.1%[57.1 µM] | 1.6 | 1.1 | -1.1% | -22.0% | ? | 7.7 | 0.5
COc1ccc(OC)c(NC(=O)Cn2c(=O)n(-c3cccc(C)c3)c(=O)c3c2c2cc(C)ccc2n3C)c1 | 19.5% | 13.0% | 0.1 | -0.2 | -15.9% | -6.2% | -6.8% | 16.9 | nt
NC(=O)C1CN(S(=O)(=O)c2ccc(Cl)cc2F)c2ccccc2O1 (configuration not stated) | 7.9% | 2.9% | -1.6 | -2.0 | 6.7% | -18.0% | -2.9% | 4.8 | -10.7
O=C(C(=O)N1CCc2ccccc2C1)c1cn(CC(=O)N2CCCC2)c2ccccc12 | 8.9%[57.1 µM] | -21.5%[57.1 µM] | -0.1 | 0.4 | 1.7% | -19.1% | -5.0% | -6.3 | 10.2
COc1ccc(/C=N/N=C(\N)c2nonc2N)cc1 | -16.7% | -14.0% | -0.3 | -0.4 | 3.8% | -23.4% | -0.7% | -1.0 | 7.4
C=CCNC(=S)N1CCN(CCN=CC2=C(O)CC(c3cccs3)CC2=O)CC1 (configuration not stated) | -5.7% | -3.0% | -0.8 | -1.3 | -5.3% | -10.3% | 5.0% | -2.0 | -10.1
CCc1cc(C(=O)Nc2nnc(C3CC3)s2)sc1C | -2.1% | 1.9% | -0.2 | nt | 3.4% | -20.9% | 3.3% | 3.5 | nt
COc1cc(-c2noc(C3CCCN(C(=O)c4ccccc4)C3)n2)cc(OC)c1OC (configuration not stated) | 7.7% | 5.1% | -0.1 | -1.0 | 0.0% | -10.4% | 5.7% | 3.4 | 0.8
COc1cccc(C(=O)Nc2ccc(-c3cn4cccnc4n3)cc2)c1OC | -32.0% | 74.8%[activator] | -0.9 | -0.7 | 14.7% | -27.9% | ? | 0.2 | nt
CC(C)OC(=O)C(C)Nc1n[nH]c(=S)[nH]c1=O (configuration not stated) | 8.4%[57.1 µM] | -9.2%[57.1 µM] | -0.1 | -0.6 | 4.0% | -9.1% | 1.4% | 6.9 | -10.1
Cc1ccc(C(=O)c2oc3ccccc3c2NC(=O)Cc2coc3ccc(C)cc23)cc1 | 38.3%[activator] | 39.3%[activator] | 0.4 | -0.1 | 0.0% | -22.4% | 4.3% | -7.7 | nt
COc1ccc(OC)c(/C=N\NC(=O)c2ccc(=O)n(C)c2)c1 | -22.4% | 1.3% | -0.1 | 0.7 | 8.4% | -18.0% | -0.8% | 1.9 | -6.9
Cc1sc(NC(=O)C(C)C)c(C(=O)Nc2ccccc2)c1C | 8.5% | 3.6% | 0.0 | 10.4 | -9.1% | -17.3% | 1.4% | -0.8 | 2.1
OCC1(Cc2ccccc2)CCN(C2CCN(c3ccc(F)c(F)c3)CC2)CC1 | 11.9%[57.1 µM] | 13.3%[57.1 µM] | -0.6 | 0.2 | -2.2% | -14.8% | -4.8% | -2.8 | -0.5
COc1cccc(CNC(=O)C2CCN(S(=O)(=O)c3cccs3)CC2)c1 | 8.7% | 9.3% | -0.2 | 5.3 | 0.3% | 15.0% | 8.5% | -1.3 | -0.2
CN(C)c1ccc(NC(=O)Cn2c(=O)n(Cc3ccccc3)c(=O)c3ccccc32)cc1 | -0.8%[57.1 µM] | -2.5%[57.1 µM] | 0.0 | -0.8 | 1.8% | -9.2% | 7.6% | -16.3 | 14.2
COc1ccccc1/C=C/c1nc(C#N)c(NC2CCCCC2)o1 | 238.0%[activator] | 192.8%[activator] | -1.2 | -0.3 | -0.8% | 8.8% | 15.2% | 1.0 | nt
Cc1cccc2cc(C#N)c(SCC(=O)N3CCC(C)CC3)nc12 | 10.1% | 7.0%[57.1 µM] | -2.1 | -1.2 | 2.0% | -5.7% | 43.8%[activator] | -8.5 | 6.2
OCCNc1nc(N2CCCC2)nc(N2CCCC2)n1 | 16.8% | 5.0%[0.457 µM] | -0.1 | -0.3 | 0.4% | -3.6% | -4.8% | 10.1 | 0.3
COc1cccc(NC(=O)CN(C)C(=O)COc2ccccc2Cc2ccccc2)c1 | -1.7% | -6.2% | 0.4 | nt | 1.6% | -9.8% | -1.3% | -6.6 | nt
O=C(CCc1nc2ccccc2[nH]c1=O)OCC(=O)c1cccc2ccccc12 | nt | nt | -1.5 | 0.1 | nt | nt | nt | -2.7 | 6.1
COc1ccc(OC)c(/C=N/NC(=O)c2cc3c(OC)cc(OC)cc3[nH]2)c1 | 13.0% | 10.1%[57.1 µM] | -1.2 | -1.7 | -3.6% | -15.3% | 9.6% | 6.8 | 7.8
Cc1ccc(Nc2c(-c3ccc(C)s3)nc3ccccn23)cc1 | 41.3%&36.6%[activator] | 31.7%&28.4% | -1.0 | -0.2 | -6.2% | -28.3% | ? | 0.0 | nt
COCCCNC(=O)c1oc2c(c1C)-c1nn(Cc3cccc(Cl)c3)cc1CC2 | 27.1% | -6.6% | 0.3 | 1.6 | -18.0% | ? | 2.0% | -0.9 | nt
O=C(COC(=O)c1ccc(O)cc1)NC(c1ccccc1)c1ccccc1 | 10.5%[11.4 µM] | 10.2%[57.1 µM] | nt | nt | -3.9% | -21.4% | 1.9% | nt | nt
CCc1cccc(C)c1NS(=O)(=O)Cc1ccccc1 | 20.2%[57.1 µM] | 7.7%[57.1 µM] | 0.4 | 1.0 | 20.9% | -20.4% | 0.9% | 1.5 | -11.3
CCCCN(CC)CCNC(=O)CNC(=O)Cn1ccc2ccccc2c1=O | 0.1% | 1.7% | 0.6 | nt | 2.3% | -9.7% | 0.7% | -0.6 | nt
COc1ccccc1CN1CC(C(=O)N2CCC(OC)CC2)CCC1=O (configuration not stated) | 0.0% | -2.1% | 1.7 | 0.7 | 8.4% | -16.4% | -7.8% | -1.7 | -21.1
Cc1onc(-c2ccccc2Cl)c1C(=O)N1CCN(S(=O)(=O)c2ccc(F)c(F)c2)CC1 | 1.7% | -2.3% | -0.2 | 0.0 | -2.2% | -4.6% | 4.2% | 0.4 | -9.9
Cc1ccc(S(=O)(=O)N(C)C[C@@H]2Oc3ccc(NC(=O)Cn4cnnn4)cc3C(=O)N([C@@H](C)CO)C[C@H]2C)cc1 | -3.6% | 7.0% | nt | nt | 2.6% | -31.0% | 29.3% | nt | nt
Cc1ccc(NC(=O)C(C)OC(=O)/C=C/c2ccccc2)cc1S(=O)(=O)N1CCOCC1 (configuration not stated) | 8.3%[57.1 µM] | -1.6%[57.1 µM] | 0.1 | -0.1 | -5.9% | -24.7% | 59.9%[activator] | 8.0 | 0.9
CSc1nc(C)c(C(=O)C[n+]2ccccc2C)cc1C#N | -3.8% | 0.7% | 0.9 | nt | -12.7% | -29.0% | 0.4% | 26.5 | nt
CCCCC(=O)NNC(=S)NC(=O)c1ccc([N+](=O)[O-])cc1 | ? | -0.4% | -0.7 | 1.0 | 6.1% | ? | -3.6% | -1.8 | -14.4
O=C(CNC(=O)C1CCCCC1)OCn1nnc2ccccc2c1=O | -2.2% | -6.7% | -0.6 | -1.8 | -4.9% | -11.6% | 2.3% | -2.7 | -1.0
COc1ccccc1-n1cc(-c2ccc(C)cc2)[nH]c1=S | -14.1% | 8.5%[57.1 µM] | -0.1 | 0.3 | 0.3% | -18.6% | -4.9% | 0.6 | -37.0
CCOC(=O)c1ccc(NC(=O)c2nc[nH]c2C(=O)NC2CCN(C(=O)OC(C)(C)C)CC2)cc1 | 17.3%[57.1 µM] | 7.9%[57.1 µM] | 2.1 | nt | 2.5% | 16.2% | -1.3% | 9.5 | nt
CS(=O)(=O)N1CCN(c2ccccc2[N+](=O)[O-])CC1 | 17.6%[57.1 µM] | 8.8%[57.1 µM] | -0.3 | 0.0 | 4.0% | -11.6% | -2.7% | -0.6 | 0.5
COCc1cc(C)nc2sc3c(c12)NC(c1ccc(NC(C)=O)cc1)N(c1ccc(C)cc1)C3=O (configuration not stated) | 11.2% | -1.8% | 0.7 | 1.9 | 32.5%[activator] | ? | -4.0% | 4.3 | nt
Cc1cc(C)c2[nH]c(=O)c(C(c3nnnn3Cc3ccc4c(c3)OCO4)N3CCCCC3)cc2c1 (configuration not stated) | -45.1% | 7.1%[57.1 µM] | 0.3 | 1.1 | 4.8% | -2.1% | -8.8% | 4.6 | 13.2
CSc1ccccc1OCc1cc(C(=O)N2CCCC2c2nonc2C)no1 (configuration not stated) | 22.9% | -0.3% | 0.6 | -0.2 | -6.5% | -21.3% | 1.7% | 5.4 | -19.4
CSCCC(NS(=O)(=O)c1ccc2c(c1)OCCO2)C(=O)N(C)Cc1ccc(F)cc1 (configuration not stated) | 1.4% | -3.1% | -0.4 | -0.4 | 8.1% | -19.7% | -4.5% | 0.9 | -7.3
Cc1cc(C)c(CN2CCN(C(=O)Cn3cnc4c(OCc5ccccc5)ncnc43)CC2)c(C)c1 | 14.1% | -0.8% | nt | nt | 3.0% | -14.6% | 11.7% | nt | nt

Shown with tabs: three of the compounds above.
Compound	TrxR1 inh	TrxR1 substrate	TRHR ag	D2 agonist	IDH1 R132H inh	USP1 inh	Pin1 inhibitor	TRHR PAM	D2 antagonist
Cc1ccc(NC(=O)C(C)OC(=O)/C=C/c2ccccc2)cc1S(=O)(=O)N1CCOCC1 (configuration not stated)	8.3%[57.1 µM]	-1.6%[57.1 µM]	0.1	-0.1	-5.9%	-24.7%	59.9%[activator]	8.0	0.9
COc1ccccc1CN1CC(C(=O)N2CCC(OC)CC2)CCC1=O (configuration not stated)	0.0%	-2.1%	1.7	0.7	8.4%	-16.4%	-7.8%	-1.7	-21.1
O=C(CNC(=O)C1CCCCC1)OCn1nnc2ccccc2c1=O	-2.2%	-6.7%	-0.6	-1.8	-4.9%	-11.6%	2.3%	-2.7	-1.0
